Calb biofilm kill – kills Candida albicans biofilms; C. albicans biofilm + clotrimazole, Alamar Blue; inhibition, % at 6 µM; 85,000 tested, 0.14% active;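 active means inhibition above 20%; inactive means inhibition below 20%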;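 further: preformed 24 hr biofilms exposed to compound for 48 hr; 0% = biofilm without compound and 100% = blank killed by clotrimazole plus chlorhexidine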
ERa coact inh – ER-alpha (human) coactivator binding inhibition. TR-FRET ER-alpha LBD / SRC-1 peptide, estradiol-bound. P03372. inhibition, % at 25.6 µM. 86,000 tested, 1.7% active. AID 629; in the data active means inhibition above about 50%;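 further: 0% = receptor plus peptide control and 100% = peptide only without receptor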
Target sequence (P03372 whole entry, looked up, the tested form may be a part): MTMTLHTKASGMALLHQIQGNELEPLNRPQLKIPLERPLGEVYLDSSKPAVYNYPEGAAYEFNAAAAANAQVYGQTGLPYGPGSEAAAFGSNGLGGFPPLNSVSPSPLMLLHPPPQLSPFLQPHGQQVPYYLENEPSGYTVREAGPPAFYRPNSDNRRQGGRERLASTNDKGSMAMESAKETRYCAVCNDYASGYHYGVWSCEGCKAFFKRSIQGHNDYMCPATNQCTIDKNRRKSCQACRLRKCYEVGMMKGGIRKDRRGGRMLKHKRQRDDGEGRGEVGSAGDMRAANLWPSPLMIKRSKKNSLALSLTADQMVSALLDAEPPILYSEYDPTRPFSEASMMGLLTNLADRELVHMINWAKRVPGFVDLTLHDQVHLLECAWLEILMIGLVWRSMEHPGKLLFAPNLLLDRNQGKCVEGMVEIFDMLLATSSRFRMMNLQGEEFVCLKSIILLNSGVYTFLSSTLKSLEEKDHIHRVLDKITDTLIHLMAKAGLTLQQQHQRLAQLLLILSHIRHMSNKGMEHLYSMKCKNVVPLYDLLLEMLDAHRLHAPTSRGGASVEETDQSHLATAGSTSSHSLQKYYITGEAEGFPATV
Smad3 FoxH1 inh – blocks human Smad3 binding to FoxH1 peptide; TR-FRET Smad3/Dy647-FoxH1 peptide binding, europium anti-His; P84022; AID 630; 88,000 tested, 0.29% active; inhibition, % at 25 µM;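 active means compounds that reduce the energy-transfer binding signal between the protein and its labelled peptide by more than half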;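 further: 0% = Smad3 plus labelled peptide maximal FRET and 100% = peptide-only background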
Target sequence (P84022 whole entry, looked up): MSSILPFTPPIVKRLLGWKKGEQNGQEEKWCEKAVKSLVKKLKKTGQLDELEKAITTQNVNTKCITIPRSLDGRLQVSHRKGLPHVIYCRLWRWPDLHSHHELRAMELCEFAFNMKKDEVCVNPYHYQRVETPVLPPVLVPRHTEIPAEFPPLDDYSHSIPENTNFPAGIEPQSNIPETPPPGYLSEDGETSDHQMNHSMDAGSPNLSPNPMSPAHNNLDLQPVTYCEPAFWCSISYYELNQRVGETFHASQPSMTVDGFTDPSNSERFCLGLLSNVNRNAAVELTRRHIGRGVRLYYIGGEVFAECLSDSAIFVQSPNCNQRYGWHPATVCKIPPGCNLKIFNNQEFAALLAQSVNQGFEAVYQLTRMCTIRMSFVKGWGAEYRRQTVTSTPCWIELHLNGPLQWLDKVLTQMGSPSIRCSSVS
ERa coact pot – enhances coactivator binding to human estrogen receptor alpha; TR-FRET ERalpha-LBD/SRC-Cy5 coactivator binding, 2 h; 100 = basal binding, no effect; AID 639; 86,000 tested, 1.3% active; coactivator binding (% of control), % at 25.6 µM; in the data active means activity above about 200%;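 further: binding measured in presence of low estradiol as agonist stimulus; 0% = peptide alone without receptor and 100% = receptor with peptide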
Fibroblast inh – blocks proliferation of human lung fibroblasts; LL 47 human lung fibroblast viability, ATP luminescence; hits give low values; viability, % at 10 µM; 85,000 tested, 1.1% active;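 active means viability at or below 50% in the single dose screen; inactive means viability above 50%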;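 further: compound exposure lasted 72 h before the ATP readout; 100% = median luminescence of untreated cell-only wells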
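Test system: LL 47 human lung fibroblasts / Quantity: 1,150 cells in each well / Medium: IMEM growth medium with 15% fetal bovine serum / Incubation: 72 h compound exposure at 37 °C after overnight plating / Detection: CellTiter-Glo luminescence measuring cellular ATP / Read-out: % viability versus median cells-only luminescence / Benchmarks: cell-only wells, no compound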
sEH activator – activators of human soluble epoxide hydrolase; activation, % at 2 µM; 91,000 tested, 0.04% active; purified human sEH enzymatic activity, activator screen; P34913; in the data active means activation above about 37%; further: values of inactives mirror those of a sister screen read the other way
H69AR growth 86K – blocks growth of human H69AR lung tumor cells | H69AR lung tumor viability, ATP luminescence, 72 h; hits give low values | viability, % at 10 µM | 85,000 tested, 6% active | AID 598;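 active means viability at or below 40%; inactive means viability above 40%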;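 further: multidrug resistant small cell line overexpressing MRP-1 efflux transporter; 100% = mean luminescence of untreated control wells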
HUVEC inhibit – inhibitors of human endothelial cell proliferation. viability, % at 10 µM (by protocol). HUVEC proliferation, CellTiter-Glo luminescence, 72 h; hits give low values. 86,000 tested, 1.1% active;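 active means viability at or below 30%; inactive means viability above 30%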;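 further: 100% = median luminescence of DMSO-only cell control wells on each plate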
ERb SRC1 inh – blocks coactivator binding to human estrogen receptor beta; TR-FRET ER-beta LBD / SRC1-Cy5 peptide binding; receptor agonist-loaded with 1 µM estradiol; inhibition, % at 25.6 µM; 86,000 tested, 1.3% active; AID 633;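 active means compounds whose percent inhibition of the receptor-coactivator binding signal exceeds about 50% in the single-dose screen, limit read from the data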;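 further: 0% = receptor plus peptide wells without compound and 100% = peptide-only wells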
* hit, by the source's call; / = no result given; [ ] = dose if it differs, or a comment.

SMILES	Calb biofilm kill	ERa coact inh	Smad3 FoxH1 inh	ERa coact pot	Fibroblast inh	sEH activator	H69AR growth 86K	HUVEC inhibit	ERb SRC1 inh
Cc1ccc(C(=O)Nc2c(-c3cccs3)c(=O)c3ccccc3n2C)cc1	3	21	-4	45[fluorescence artefact?]	94	3	82	74	16
CCCn1c(SCC(=O)NC2CCCCC2)nnc1-c1ccncc1	0	-4	1	97	103	-10	106	90	2[fluorescence artefact?]
COc1ccc(C(NC(=O)c2ccco2)c2ccc(OC)c(OC)c2)cc1OC	0	-6	-9	106	105	17	99	99	-7
O=C(CSc1nnnn1Cc1ccccc1)c1ccccc1	2	-11	-1	97	97	8	100	93	-4
CCOC(=O)C(C)Sc1nc(-c2ccc(OC)cc2)nc2c1c(=O)n(C)c(=O)n2C (stereo not drawn)	-5	0	-2[fluorescence artefact?]	105	82	/	41	60	-1
COc1cc(CC(=O)NCc2cccs2)cc(OC)c1OC	0	5[fluorescence artefact?]	5	110	98	-4	106	98	3[fluorescence artefact?]
COc1ccc2ccccc2c1C1CC(=O)N2CN(C3CCCCC3)CSC2=C1C#N (stereo not drawn)	8	2[fluorescence artefact?]	44	72[fluorescence artefact?]	103	0	89	90	2[fluorescence artefact?]
CC1=NC(=O)C(N=Nc2ccccc2)N1c1ccccc1 (stereo not drawn)	5	-20	2	105	96	-4	57	80	-14
Cc1ccc(C(C(=O)NC2CCCC2)N(Cc2ccco2)C(=O)CCC(=O)Nc2ccccn2)cc1 (stereo not drawn)	-4	1	-2	112	97	-3	70	87	5
O=C(NCc1ccco1)c1cccc(F)c1	0	-2	-11	84[fluorescence artefact?]	102	9	/	95	8[fluorescence artefact?]
O=C1CC(N2CCN(Cc3ccccc3)CC2)C(=O)N1c1ccc2c(c1)OCCO2 (stereo not drawn)	6	-5[fluorescence artefact?]	1	105	108	0	96	117	-2
CC1Cc2ccccc2N1S(=O)(=O)c1cccc(C(=O)NCCCO)c1 (stereo not drawn)	-4	-1	-9	101	96	-9	89	98	-2
CCn1c(CNc2ccc(F)cc2)nnc1SCC(=O)Nc1ccc(OC)cc1	2	-4	-12[fluorescence artefact?]	98	89	-6	94	88	10[fluorescence artefact?]
Cn1c(C(C#N)C(=O)c2sc3ccccc3c2Cl)nc2ccccc21 (stereo not drawn)	3	-8	-12	126	90	8	17*	78	20[fluorescence artefact?]
O=C(OCc1nnc(-c2ccccc2)o1)c1ccco1	8	-1	-1	122	100	10	90	111	7
C/C(Cl)=C\CSc1nnc2n(N)c(=O)c3ccccc3n12	-3	-1	-5	129	107	-3	87	102	-2
CCCCNC1C(CC)C(CCC)C(C#N)(C#N)C1(C#N)C#N (stereo not drawn)	5	3	-11	107	69	44*	/	75	-2
CC(OC(=O)Cn1c(C(F)(F)F)nc2ccccc21)C(=O)N1CCCc2ccccc21 (stereo not drawn)	2	0	-4	91	101	5	92	101	0
O=C(CCOc1ccccc1)OCC(=O)c1cc2ccccc2o1	2	1	2	111[fluorescence artefact?]	94	/	99	96	4[fluorescence artefact?]
CCOC(=O)C1=C(CSCC(=O)OC)NC(=O)NC1c1cc(C)ccc1C (stereo not drawn)	8	-8	10	84	94	17	94	88	2

7 entries picked at random from those above, as already listed:
SMILES	Calb biofilm kill	ERa coact inh	Smad3 FoxH1 inh	ERa coact pot	Fibroblast inh	sEH activator	H69AR growth 86K	HUVEC inhibit	ERb SRC1 inh
O=C(CSc1nnnn1Cc1ccccc1)c1ccccc1	2	-11	-1	97	97	8	100	93	-4
CC(OC(=O)Cn1c(C(F)(F)F)nc2ccccc21)C(=O)N1CCCc2ccccc21 (stereo not drawn)	2	0	-4	91	101	5	92	101	0
CC1=NC(=O)C(N=Nc2ccccc2)N1c1ccccc1 (stereo not drawn)	5	-20	2	105	96	-4	57	80	-14
Cc1ccc(C(C(=O)NC2CCCC2)N(Cc2ccco2)C(=O)CCC(=O)Nc2ccccn2)cc1 (stereo not drawn)	-4	1	-2	112	97	-3	70	87	5
O=C(CCOc1ccccc1)OCC(=O)c1cc2ccccc2o1	2	1	2	111[fluorescence artefact?]	94	/	99	96	4[fluorescence artefact?]
CCn1c(CNc2ccc(F)cc2)nnc1SCC(=O)Nc1ccc(OC)cc1	2	-4	-12[fluorescence artefact?]	98	89	-6	94	88	10[fluorescence artefact?]
CCCCNC1C(CC)C(CCC)C(C#N)(C#N)C1(C#N)C#N (stereo not drawn)	5	3	-11	107	69	44*	/	75	-2

Additional entries.
SMILES	Calb biofilm kill	ERa coact inh	Smad3 FoxH1 inh	ERa coact pot	Fibroblast inh	sEH activator	H69AR growth 86K	HUVEC inhibit	ERb SRC1 inh
CCOC(=O)C1CCN(S(=O)(=O)c2cccc3nonc23)CC1	-4	2	-1	129	98	/	99	93	-4[fluorescence artefact?]
O=C(CCCN1C(=O)c2ccccc2C1=O)NCCCN1CCOCC1	2	-4	0	117[fluorescence artefact?]	97	2	100	92	-2
C=CCN(CC=C)S(=O)(=O)c1ccc2nc(NC(=O)C(C)C)sc2c1	9	1	16[fluorescence artefact?]	87	51	-13	14*	26*	10
COc1ccc2nc(NC(=O)CN(c3ccc(C)cc3)S(=O)(=O)c3c(C)nn(C)c3C)sc2c1	8	2	10	111	95	/	52	81	-2
COC(=O)CSc1nnc(CNC(=O)c2ccccc2OC)n1C	-1	3	-5	95	104	-11	85	95	15
COc1cccc(-n2nc(C(=O)N3CC(C)CC(C)C3)c3ccccc3c2=O)c1 (stereo not drawn)	7	1	5	99	96	19	85	107	-6
CCNc1nc(Oc2ccc(=O)n(-c3ccccc3)n2)nc(N(C)C)n1	1	-4	-8	110	94	9	89	105	4
CCn1c(O)c(/C=N/N=C/c2ccccc2)c2ccc(C3=NNC(=O)CC3)cc21	1	-16[fluorescence artefact?]	6	105[fluorescence artefact?]	80	-40	48	67	-9
Cc1ccc(Cc2cnc(N)s2)o1	-1	-8	5	73[fluorescence artefact?]	96	-2	89	86	4
CCOc1cc(C(=O)OCC(=O)c2c(C)[nH]c3ccccc23)ccc1OCC(=O)N1CCOCC1	/	-6	5	103	97	-3	61	90	1
O=C(O)C1CCCCC1C(=O)NCCc1ccccc1 (stereo not drawn)	9	-7	-1	97	110	-4	93	98	-9[fluorescence artefact?]
N#Cc1cccc(NC(=O)COc2ccc(-n3ccnc3)cc2)c1	2	-10	-3	114[fluorescence artefact?]	93	-6	90	91	-4
Cc1nnc2ccc(Oc3ccc(-c4ccccc4)cc3)nn12	2	10[fluorescence artefact?]	1	127	103	-3	81	89	1[fluorescence artefact?]
CC(=O)N1CCN(C(=O)CNc2cc(C(F)(F)F)ccc2OCC(F)(F)F)CC1	7	-2[fluorescence artefact?]	8	121	99	-38	96	106	-4
CCc1nc(N2CCOCC2)c(C#N)c2c1CCCC2	4	-10	2	103	91	20	88	96	-8
Cc1onc(-c2ccccc2)c1C(=O)Nc1ccnn1C1CCCCC1	1	-5	8	124	88	-3	96	102	0
COc1cc(-n2c3nc4ccccc4nc3c3c(=O)n(Cc4ccco4)cnc32)cc(OC)c1OC	2	2	-8	99	103	2	87	92	1[fluorescence artefact?]
CN=Cc1cc(-c2ccccc2)sc1O	10	-13	7	114	100	-3	99	101	-4[fluorescence artefact?]
O=C(CCc1nc2cccnc2n1Cc1ccccc1)NCCc1ccc(Cl)cc1	10	14	-3	86	97	-8	83	77	18[fluorescence artefact?]
CCc1ccccc1NC(=O)c1cnccn1	4	18[fluorescence artefact?]	18	68	97	4	91	96	31
CCOC(=O)C1CCCCN1Cc1ccc(C(F)(F)F)cc1 (stereo not drawn)	5	-14	1	105	101	0	88	93	-3
O=C(Nc1ccc(N2CCN(C(=O)c3ccc(Cl)cc3)CC2)cc1)c1cc2ccccc2o1	-3	0	7	118	95	-1	61	90	-1
COc1ccccc1CNC(=O)C1CCN(c2nc3ccccc3o2)CC1	2	-13	1	115	99	-43	70	99	-2
CC1=CC=CC2=NC(=O)CC(C)(C(=O)N(CC(=O)NC(C)C)C3CCCC3)N12 (stereo not drawn)	5	-6	6	99	105	-1	96	104	-3
CCN1C(=O)CSC1=NC12CC3CC(CC(C3)C1)C2	6	3	15[fluorescence artefact?]	103[fluorescence artefact?]	91	2	89	98	-2
CCCn1c(SCC(=O)Nc2nnc(-c3ccccc3)s2)nnc1-c1ccccn1	3	-8	-8	146	102	-8	91	94	-10
CN(C)c1ccc(P(=O)(OC2CCCCC2)C(O)c2cccnc2)cc1 (stereo not drawn)	-4	-8[fluorescence artefact?]	-13	104	101	2	92	105	-10
O=C(CSc1nc2ccccc2n1CCc1ccccc1)NC1CCS(=O)(=O)C1 (stereo not drawn)	-1	-2	7	114	99	0	100	79	-2
O=c1cc2c(nn1Cc1cccc(Cl)c1)-c1ccccc1CC2	2	-1	-3	70	103	-6	95	111	-3
COc1ccc(C2Sc3nncn3N2Cc2ccc(C#N)cc2)cc1 (stereo not drawn)	8	-1	3	131	92	-8	90	95	4
O=C(NC1CCN(C(=O)NC2CCCCC2)CC1)c1ccco1	5	-14	-3	112	100	0	93	96	-21[fluorescence artefact?]
CCc1c(C)nc(SCC(=O)c2cccs2)c(C#N)c1C	-1	19[fluorescence artefact?]	11	138	88	16	52	71	53*
CCc1ccccc1N1CC23C=CC(O2)C(C(=O)O)C3C1=O (stereo not drawn)	-2	-2	-3	73	102	-7	91	92	-3
O=C(NCC1CCCO1)C1CCN(S(=O)(=O)c2cccnc2)CC1 (stereo not drawn)	8	-4	-3	107	98	0	95	99	12
O=C1/C(=C/c2cccnc2)Oc2cc(OS(=O)(=O)c3ccc(Cl)cc3)ccc21	1	0	-1	113	98	5	87	91	-7
Cc1cc(C(=O)OCC(=O)Nc2ccccc2F)c(C)o1	6	-14	-21	103	99	-8	106	113	-11
CCOc1cccc(C2C(C#N)=C(N)Oc3cc(C)n(Cc4ccccn4)c(=O)c32)c1OCC (stereo not drawn)	5	2	-6	107[fluorescence artefact?]	107	12	95	97	-4
CCOc1ccc2nc(SCC(=O)NCc3ccco3)sc2c1	5	15	18[fluorescence artefact?]	109	95	4	82	81	-4[fluorescence artefact?]
Cc1cc(C(=O)OCC(=O)NC(=O)NC(C)(C)C)c(C)o1	6	-6	4	118	108	-3	101	93	-10
CCC(C)(C)n1nnnc1C(CC(C)C)N1CCC(C(N)=O)CC1 (stereo not drawn)	4	-1	5	109	95	/	90	99	-5
CC(C)(C)NC(=O)CSC(=Nc1cccc(F)c1)NC#N	3	-6	-7	107	99	/	96	100	-6
COc1ccc(OCC(=O)OCCN2C(=O)c3ccccc3C2=O)cc1	1	59*[fluorescence artefact?]	-6	116	/	4	96	100	42
CCN1CCN(c2nc3sc4c(c3c3ncnn23)CC(C)CC4)CC1 (stereo not drawn)	1	-4	-8	106	94	9	84	59	-7
c1ccc(-c2nc3ccccc3c3nncn23)cc1	-1	4	-8	86[fluorescence artefact?]	95	-5	87	81	1
COCC(=O)OCn1nnc2ccccc2c1=O	-6	-2	0	125	107	/	96	101	-12
CCOC(=O)c1cnc(SCc2cccc(C)c2)nc1N	1	-3	-11	85	96	9	80	102	-2
COc1ccc(-c2cc(C(F)(F)F)nc(N3CCN(C)CC3)n2)cc1OC	-3	-6	7	97	86	-10	70	83	-14
O=C1c2ccccc2C(=O)c2c1ccc(C(=O)N1CCCCC1)c2NCCO	6	-29[fluorescence artefact?]	-8[fluorescence artefact?]	145[fluorescence artefact?]	95	-4	60	101	-16
Cc1nn(C)c(C)c1S(=O)(=O)N(CC(=O)NCc1ccco1)c1ccc(C(C)C)cc1	0	-3[fluorescence artefact?]	-8	80	96	/	76	98	1[fluorescence artefact?]

Source: PubChem

Not all compounds are listed, so the mix of outcomes need not match the whole.
